PfHsp40 rescue: restores yeast growth despite PfHsp40 toxicity; actives 0.68% (n = 340,000); growth rescue, % at 12.5 µM; AID 504582; S. cerevisiae expressing PfHsp40, growth rescue, ATP luminescence; in the data active = growth rescue above about 28%, passing the limit was not always enough;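 also: yeast W303a lacking pdr1 and pdr3 grown in galactose medium; growth measured after three days at 30 °C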
FBA Mtb inh: inhibits M. tuberculosis FBA enzyme; P9WQA3; purified M. tuberculosis FBA, fluorescence read-out; inhibition, % at 1 µM; actives 2.3% (n = 360,000); AID 588726; in the data active = inhibition above about 27%;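 also: 0% = vehicle and 100% = reference inhibitor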
Target sequence (P9WQA3 whole entry, looked up): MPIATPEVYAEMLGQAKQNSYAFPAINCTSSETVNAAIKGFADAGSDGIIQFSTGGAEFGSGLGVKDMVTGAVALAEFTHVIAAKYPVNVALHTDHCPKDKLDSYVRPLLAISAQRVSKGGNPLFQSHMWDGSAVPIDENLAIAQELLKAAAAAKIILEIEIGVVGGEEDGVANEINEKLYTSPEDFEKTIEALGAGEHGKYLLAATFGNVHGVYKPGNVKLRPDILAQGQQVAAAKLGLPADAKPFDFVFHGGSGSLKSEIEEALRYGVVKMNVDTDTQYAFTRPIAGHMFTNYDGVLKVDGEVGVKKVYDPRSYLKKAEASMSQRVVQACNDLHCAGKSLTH
TcdB GH inh: blocks C. difficile toxin B glycohydrolase activity; TcdB glycohydrolase enzymatic assay, plate reader; inhibition, % at 9.99 µM; actives 0.24% (n = 350,000); in the data active = inhibition above about 10%
Mtb BioA inh: blocks M. tuberculosis BioA enzyme activity | purified M. tuberculosis BioA enzyme, plate reader | inhibition, % at 9.99 µM | actives 0.096% (n = 360,000) | AID 602481; in the data active = inhibition above about 40%
Vc quorum ag: induces V. cholerae light production without autoinducers. actives 0.16% (n = 350,000). activation, % at 18.7 µM. V. cholerae BH1578 lux reporter, luminescence, 6 h; in the data active = activation mostly above about 9.7%, no sharp cut-off; also: not every result past the cut was called active; inactives centre near 0; reference of the scale not given here
GDH-TPI inh: counter-screen for M. tuberculosis FBA inhibitors: GDH-TPI coupled enzymes; GDH-TPI coupled enzyme counterscreen, NADH absorbance; inhibition, % at 4.8 µM; actives 1.2% (n = 360,000); in the data active = inhibition above about 30%;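 also: 0% = DMSO wells and 100% = wells lacking the enzyme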
Y pestis TopoI: inhibitors of Yersinia pestis topoisomerase I | Y. pestis Topo-I cleavage product accumulation, plate reader | activity, % at 10 µM | actives 0.064% (n = 360,000) | AID 504884; in the data active = activity above about 50%, passing the limit was not always enough; also: inactives centre near 2
UGM FP inh: blocks M. tuberculosis UGM enzyme; inhibition, % at 10 µM; P9WIQ1; actives 0.06% (n = 320,000); AID 504406; purified UGM, fluorescence polarization probe displacement; in the data active = inhibition above about 10%, passing the limit was not always enough
Target sequence (P9WIQ1 whole entry, looked up): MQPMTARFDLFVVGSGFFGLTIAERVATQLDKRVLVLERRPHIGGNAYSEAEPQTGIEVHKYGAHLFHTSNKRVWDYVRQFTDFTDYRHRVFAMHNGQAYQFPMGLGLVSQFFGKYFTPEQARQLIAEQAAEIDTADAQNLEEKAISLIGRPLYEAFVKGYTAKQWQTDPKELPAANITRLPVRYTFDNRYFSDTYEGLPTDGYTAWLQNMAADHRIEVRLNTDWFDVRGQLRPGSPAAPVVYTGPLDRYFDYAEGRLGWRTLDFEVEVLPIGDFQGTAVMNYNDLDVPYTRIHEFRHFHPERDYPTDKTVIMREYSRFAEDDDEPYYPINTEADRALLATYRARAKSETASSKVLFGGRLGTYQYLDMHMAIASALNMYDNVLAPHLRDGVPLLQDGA
FadD28 FP inh: M. tuberculosis FadD28 bisubstrate binding inhibition. FadD28 bisubstrate probe binding, fluorescence polarization. inhibition, % at 12.5 µM. actives 0.22% (n = 360,000); in the data active = inhibition above about 8.5%, passing the limit was not always enough
* marks the source's active call; other numbers are inactive results; i = inactive; . = no result given; + = active, no number.

SMILES | PfHsp40 rescue | FBA Mtb inh | TcdB GH inh | Mtb BioA inh | Vc quorum ag | GDH-TPI inh | Y pestis TopoI | UGM FP inh | FadD28 FP inh
O=C(Nc1ccc2c(c1)OCO2)c1ccc(COc2ccc3c(c2)CCC3)o1 | 0.6 | 0 | . | -0.6 | 9.2 | 2 | 27 | -0.9 | 1.7
CCCCNCCOCCOc1ccccc1-c1ccccc1 | 1.1 | 0 | . | . | -3.3 | -6 | 10 | 1.3 | -3.5
Brc1ccc2c(c1)C(c1cccs1)=NNC(c1cccnc1)=N2 | -1.4 | 1 | . | 2.2 | -0.2 | -3 | 2 | -1.7 | -2.0
CCC(C(=O)NCc1cccs1)n1nc(C)n2c(cc3occc32)c1=O (stereo not drawn) | -0.5 | 0 | -0.7 | 4.2 | -1.7 | 5 | -3 | -2.7 | 0.3
COc1ccc(C)cc1S(=O)(=O)N1CCCC(C(=O)N2CCN(c3ccccc3)CC2)C1 (stereo not drawn) | 5.1 | 1 | 1.1 | 1.3 | . | 1 | 30 | 1.2 | 1.5
CCOP(=O)(OCC)/C(C#N)=C/c1ccc([N+](=O)[O-])cc1 | -0.5 | -1 | 1.5 | . | i | -4 | -6 | 1.8 | -4.3
FC(F)(F)c1ccccc1NC(=S)N1CCN(c2ncccn2)CC1 | -1.5 | 0 | -0.8 | -1.4 | . | 0 | -3 | 0.3 | 0.8
Cc1c(C(=O)N(C)CCn2ccnc2C)oc2c(F)cccc12 | -0.2 | 4 | 0.4 | 0.0 | 0.7 | -3 | 4 | -1.8 | -0.7
COC(=O)c1c(NC(=O)CSc2nnc(-c3cccnc3)n2Cc2ccco2)sc(C)c1C | -0.3 | 0 | . | -2.4 | i | 0 | 6 | 0.1 | -3.8
COc1ccc(-c2cc(=O)oc3cc4occ(C)c4cc23)cc1 | 1.6 | 5 | . | -1.2 | -0.2 | 1 | 2 | 1.3 | -0.8
CCN=C(NCC)SC1CC(=O)N(c2ccc(F)cc2)C1=O (stereo not drawn) | -0.1 | -1 | 0.7 | -2.0 | -1.4 | -3 | -5 | -2.3 | -2.9
O=C(c1ccc(Cl)c(S(=O)(=O)N2CCCCCC2)c1)N1CCN(c2ccccc2O)CC1 | 0.1 | 2 | 2.6 | . | i | 2 | 0 | -0.5 | -0.7
Nc1ccc(Br)cc1C(NCC(=O)O)c1ccccc1 (stereo not drawn) | -0.1 | 3 | -1.5 | -1.5 | i | 2 | 9 | 0.8 | 2.8
CC(NS(=O)(=O)c1ccc2[nH]c(=O)c(=O)[nH]c2c1)C(=O)O (stereo not drawn) | -0.8 | 13 | -0.9 | -0.7 | -0.2 | 7 | 2 | -0.2 | -1.1
CCN1c2ccccc2-c2nc3ccccc3n2C1c1ccco1 (stereo not drawn) | 0.7 | + | . | 1.8 | -0.3 | 9 | 16 | 0.7 | -5.8
O=C(/C(=C/O)N=Nc1ccccc1)c1ccco1 | 19 | -5 | 0.3 | . | -0.3 | 16 | 1 | 0.6 | -0.6
O=C(CCn1c(=O)oc2cc(Cl)ccc21)Nc1ccc(O)cc1 | 0.0 | 1 | 0.6 | 0.3 | -1.4 | -3 | -5 | 1.0 | 0.9
c1ccc2[nH]c(CSc3nc4ccccc4o3)nc2c1 | 3.1 | 1 | . | 1.8 | i | 7 | 0 | -2.2 | -1.9
Cc1ccc(C(C#N)c2ccc3c(C(F)(F)F)cc(C(F)(F)F)nc3n2)cc1 (stereo not drawn) | 0.9 | -10 | . | . | 0.6 | 0 | -2 | -2.9 | -0.4
O=C(NCc1ccccc1)c1ccc(CS(=O)(=O)c2ccc(Br)cc2)o1 | 1.7 | -5 | -1.1 | -2.2 | -6.2 | 9 | 0 | -0.5 | -6.2
Cc1cc(NC(=O)COc2nnc(-c3ccccc3)c3ccccc23)no1 | 0.0 | 4 | . | 0.5 | -3.7 | -4 | 2 | -1.1 | -1.3
CCOc1nc(NCc2ccco2)nc(Nc2ccccc2F)n1 | -0.6 | 3 | . | -1.7 | i | 0 | 12 | -1.1 | -1.7
N#Cc1c(N)nc2c(c1-c1cccc(O)c1)CCCCCC2 | -0.9 | 4 | . | 4.2 | -8.3 | 4 | 8 | -1.1 | -50
COc1ccc(N2C(=O)CC(N(Cc3ccco3)C(=O)CCC(=O)O)C2=O)cc1 (stereo not drawn) | 0.3 | 2 | 1.0 | -1.2 | -0.3 | 8 | -7 | -4.2 | 1.2
O=C(COc1ccc(Br)cc1)NNC(=O)c1ccc(-n2cncn2)c([N+](=O)[O-])c1 | 0.9 | 0 | -0.7 | -1.2 | i | 8 | 1 | -5.5 | .
SMILES | PfHsp40 rescue | FBA Mtb inh | TcdB GH inh | Mtb BioA inh | Vc quorum ag | GDH-TPI inh | Y pestis TopoI | UGM FP inh | FadD28 FP inh
O=C(NCc1ccc2c(c1)OCO2)c1nc(Cn2cc(Br)cn2)no1 | 2.4 | -3 | -0.1 | 6.2 | i | 2 | -4 | -2.3 | -4.6
CC(CNCC1CCCO1)COc1cccc2ccccc12 (stereo not drawn) | 1.5 | 1 | . | -1.9 | -25 | -3 | -3 | -5.5 | -4.5
CCOC(=O)CCC(=O)Nc1ccc([N+](=O)[O-])cc1C | -1.2 | 1 | 1.5 | . | 0.7 | -6 | -6 | 1.1 | -2.3
COc1ccc(C(CNC(=O)c2cc3c(s2)CCC(C)C3)N2CCCC2)cc1 (stereo not drawn) | 0.2 | -1 | 0.6 | -1.0 | i | -4 | -2 | -1.2 | -2.5
O=C(NNC(=O)c1cc2ccccc2cc1O)NC1CCCCC1 | 60* | -1 | 0.1 | -2.2 | -0.1 | 3 | -10 | -0.1 | -4.8
CNS(=O)(=O)c1cc(NC(=O)c2cccc3cccnc23)ccc1C | 1.5 | -3 | -0.4 | -0.7 | i | 5 | 23 | -4.5 | -8.2
CC(=O)Nc1cccc(NC(=O)CSc2nnc(NC(=O)c3ccco3)s2)c1 | -0.8 | 0 | 0.1 | -0.9 | i | 17 | 2 | -0.7 | -6.0
CCOC(=O)Cc1csc(NC(=O)C(NC(=O)C2CCCCC2)C(C)C)n1 (stereo not drawn) | -0.4 | 2 | 1.8 | . | -0.5 | -1 | -4 | 1.5 | -1.4
CC(C)Cn1c(SCC(=O)N(C)c2c(N)n(Cc3ccccc3)c(=O)[nH]c2=O)nc2ccccc21 | 0.1 | 1 | -4.4 | . | -2.9 | -7 | 5 | -3.5 | -2.2
N#Cc1cc2c(nc1SCC(O)CS(=O)(=O)Cc1ccc(Cl)cc1)CCCC2 (stereo not drawn) | 5.6 | -1 | . | -0.7 | -0.4 | 4 | 35 | 0.1 | -3.1
COc1ccc(Cl)cc1CNC[C@H]1O[C@@H](n2ccc(N)nc2=O)[C@H](O)[C@@H]1O | . | 0 | -0.1 | 1.6 | i | -6 | 4 | . | -0.2
Cc1cc2n(n1)C(c1ccc(O)cc1)Nc1ccccc1-2 (stereo not drawn) | -1.3 | 6 | . | 2.7 | i | 20 | -6 | 0.7 | -7.7
O=C(NCc1cccnc1)Nc1ccc(Cl)cc1 | 0.0 | -2 | -1.9 | 1.5 | -0.5 | 0 | 7 | -0.4 | 0.9
O=c1c2ccccc2nc(CNCc2ccco2)n1-c1ccc(F)cc1 | -0.6 | 3 | . | . | i | 10 | 23 | . | 0.2
COCCNc1nc(NCc2cccc(OC)c2)c2sccc2n1 | . | 0 | 1.4 | 0.7 | i | 4 | -5 | . | -4.5
O=C(CCC(=O)N1CCSc2ccccc21)NCc1ccccc1 | 0.0 | 0 | 1.5 | -0.3 | -0.4 | 4 | 9 | 2.3 | -1.3
CCOc1ccc(C(=O)c2cc3ccc(O)cc3oc2=O)cc1 | 5.6 | -4 | -1.4 | . | i | 5 | -12 | 1.9 | -1.5
COc1ccc(NC(=O)CN(C)CC(=O)Nc2cccc3ccccc23)c(OC)c1 | 0.2 | -2 | 1.3 | 1.5 | -0.2 | -5 | 20 | . | 1.3
O=C(c1ccc2c(c1)OCO2)C1CCCN(Cc2ccccn2)C1 (stereo not drawn) | -0.5 | 2 | -1.0 | 2.9 | i | 10 | 2 | -0.1 | 0.4
CC(/C=N/N1CCN(c2ccccc2)CC1)=C\c1ccccc1 | -0.5 | 3 | 1.4 | 0.2 | -0.2 | 13 | -2 | 2.1 | -0.5
COc1ccc(NC(=O)N/C=C/c2ccc(Cl)cc2)cc1 | -0.6 | 0 | -1.0 | 1.3 | -2.1 | 1 | 6 | 0.7 | -1.7
CNC(=O)NC(=O)CSc1ccc(S(=O)(=O)N(C)C2CCCCC2)cn1 | 0.3 | 3 | 1.0 | -1.1 | -0.3 | 2 | 1 | . | 0.8
COc1ccc(C(=O)Oc2ccc(-c3nnco3)cc2)cc1S(=O)(=O)N1CCOCC1 | 0.5 | 3 | -0.7 | . | -0.6 | 8 | 2 | 2.2 | -1.0
CC1CCCCN1C(=S)NC(=O)c1cccs1 (stereo not drawn) | -0.6 | 1 | 0.4 | . | -0.7 | -8 | 0 | -3.2 | -5.3
CC(C)C(NC(=O)CC12CC3CC(CC(C3)C1)C2)C(=O)O (stereo not drawn) | 0.9 | 1 | -0.6 | . | i | 7 | -3 | -4.8 | -1.0

Continued, starting with the last 7 of the part before.
SMILES | PfHsp40 rescue | FBA Mtb inh | TcdB GH inh | Mtb BioA inh | Vc quorum ag | GDH-TPI inh | Y pestis TopoI | UGM FP inh | FadD28 FP inh
O=C(c1ccc2c(c1)OCO2)C1CCCN(Cc2ccccn2)C1 (stereo not drawn) | -0.5 | 2 | -1.0 | 2.9 | i | 10 | 2 | -0.1 | 0.4
CC(/C=N/N1CCN(c2ccccc2)CC1)=C\c1ccccc1 | -0.5 | 3 | 1.4 | 0.2 | -0.2 | 13 | -2 | 2.1 | -0.5
COc1ccc(NC(=O)N/C=C/c2ccc(Cl)cc2)cc1 | -0.6 | 0 | -1.0 | 1.3 | -2.1 | 1 | 6 | 0.7 | -1.7
CNC(=O)NC(=O)CSc1ccc(S(=O)(=O)N(C)C2CCCCC2)cn1 | 0.3 | 3 | 1.0 | -1.1 | -0.3 | 2 | 1 | . | 0.8
COc1ccc(C(=O)Oc2ccc(-c3nnco3)cc2)cc1S(=O)(=O)N1CCOCC1 | 0.5 | 3 | -0.7 | . | -0.6 | 8 | 2 | 2.2 | -1.0
CC1CCCCN1C(=S)NC(=O)c1cccs1 (stereo not drawn) | -0.6 | 1 | 0.4 | . | -0.7 | -8 | 0 | -3.2 | -5.3
CC(C)C(NC(=O)CC12CC3CC(CC(C3)C1)C2)C(=O)O (stereo not drawn) | 0.9 | 1 | -0.6 | . | i | 7 | -3 | -4.8 | -1.0
CCN(C[C@H]1N[C@@](Cc2ccccc2)(C(=O)OC)[C@H]2C(=O)N(C)C(=O)[C@@H]12)C(=O)C1CCCCC1 | 1.9 | 5 | 1.3 | -0.1 | -1.0 | 14 | 3 | . | -0.8
Oc1ccc(/C=N/Nc2ccc(Cl)nn2)cc1O | -2.8 | 1 | 0.1 | . | i | 32* | 4 | 1.8 | -0.2
Nc1c(C(=O)NCc2ccc(F)cc2)c2nc3ccccc3nc2n1CCCN1CCOCC1 | 0.8 | 48* | . | -0.3 | i | 11 | 23 | 1.1 | -2.8
CC(=O)Nc1ccc(NC(=O)c2ccc(Cl)nc2)cc1 | -0.3 | 3 | -0.3 | 2.4 | -3.7 | 5 | 4 | -1.6 | -3.3
CC1CCN(CCC(=O)Nc2ccc(Cl)cc2)CC1 | -1.8 | 5 | -0.7 | -0.3 | i | -3 | -3 | 0.2 | 1.6
FC(F)(F)c1cccc(Cc2noc(CN3CCC(N4CCCCC4)CC3)n2)c1 | -0.8 | -1 | -0.4 | 0.4 | -0.2 | 1 | 1 | -1.0 | -3.8
Cn1c(N2C(=O)CC(Cc3ccccc3)C2=O)nc2ccccc21 (stereo not drawn) | 0.9 | -1 | . | -3.0 | i | 6 | 2 | -1.8 | -1.0
Cn1c(=O)[nH]c(=O)c2c1nc(Br)n2Cc1ccc(Cl)cc1 | . | -3 | -4.4 | 0.5 | i | -5 | 5 | . | -3.3
COc1ccccc1C(=O)N/C(=C\c1ccc(Br)cc1)C(=O)NCCCO | -0.3 | 2 | 0.4 | . | i | 2 | 1 | -0.8 | -0.1
O=C(O)c1ccc(CN2C(=O)c3ccc(C(=O)O)cc3C2=O)cc1 | 2.1 | 4 | 0.0 | -0.1 | 1.2 | 0 | 4 | 1.5 | -1.5

Assay outcomes deposited in PubChem BioAssay by several laboratories.
